Compound activity as filed in PubChem.
Y pestis TopoI: Y. pestis Topo-I inhibition via cleavage products; Y. pestis Topo-I cleavage product accumulation, plate reader; 0.064% of 360,000 active; activity, % at 10 µM; in the data active = activity above about 50%, passing the limit was not always enough; inconclusive = no clear call, values can overlap the other calls; also: inactives centre near 2
CCHFV vOTU inh: CCHFV vOTU protease inhibition; AID 651958; Pep-AMC fluorescence; 0.55% of 370,000 active; inhibition, % at 11.5 µM; in the data active = inhibition above about 30%; also: 0% = vehicle wells with enzyme and 100% = no enzyme wells
BoNT-A LC inh2: BoNT A light chain protease inhibition; multiplex microsphere protease substrate cleavage, flow cytometry; 0.17% of 360,000 active; AID 588499; inhibition, % at 10 µM; also: plate controls were buffer without enzyme for full effect and enzyme alone for no effect
Vc quorum ag: quorum light induction in luxS cqsA deficient V. cholerae. V. cholerae BH1578 lux reporter, luminescence, 6 h. activation, % at 18.7 µM. 0.16% of 350,000 active. AID 588436; in the data active = activation mostly above about 9.7%, no sharp cut-off; inconclusive = no clear call, values can overlap the other calls; inactive = mostly below about 3.7%; also: not every result past the cut was called active; inactives centre near 0; reference of the scale not given here
VHR inh abs: DUSP3 (human) phosphatase inhibition. inhibition, % at 13.3 µM. 0.52% of 290,000 active. recombinant VHR phosphatase, pNPP absorbance. AID 1654. P51452; in the data active = inhibition above about 50%; also: some compounds called inactive have numbers as strong as hits
Target sequence (P51452 whole entry, looked up): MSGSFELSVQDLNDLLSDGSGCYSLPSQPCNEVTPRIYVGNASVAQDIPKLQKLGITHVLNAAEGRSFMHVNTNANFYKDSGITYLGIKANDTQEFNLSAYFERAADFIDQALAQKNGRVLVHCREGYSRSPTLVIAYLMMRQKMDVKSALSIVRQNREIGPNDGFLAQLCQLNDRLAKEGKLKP
SARS 3CLpro inh: SARS-CoV 3CLpro protease inhibition | inhibition, % at 6 µM | recombinant SARS-CoV 3CLpro, quenched FRET peptide cleavage | 0.14% of 290,000 active | AID 1706; in the data active = inhibition above about 12%
Anthrax LF inh2: inhibitors of Bacillus anthracis lethal factor protease. multiplex microsphere protease cleavage assay, LF. 0.12% of 360,000 active. inhibition, % at 10 µM. AID 588501. P15917; also: plate controls were buffer without enzyme for full effect and enzyme alone for no effect
SSB-PriA inh: blocks PriA binding to SSB C-terminal tail | AID 1272365 | inhibition, % at 33 µM | 0.6% of 430,000 active | AlphaScreen SSBct-PriA binding, biotinylated peptide; in the data active = inhibition mostly above about 37%, no sharp cut-off; inactive = mostly below about 20%;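 also: plate controls were negative control peptide for no effect and reference peptide for full effect; strong numbers were not always called active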
PfHsp40 yeast: compounds rescuing yeast from Plasmodium falciparum HSP40 toxicity; S. cerevisiae expressing PfHsp40, growth rescue, ATP luminescence; growth rescue, % at 12.5 µM; 0.68% of 340,000 active; AID 504582; in the data active = growth rescue above about 28%, passing the limit was not always enough; inconclusive = no clear call, values can overlap the other calls;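 also: yeast W303a lacking pdr1 and pdr3 grown in galactose medium; growth measured after three days at 30 °C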
TcdB GH inh: inhibitors of Clostridioides difficile toxin B glycohydrolase | P18177 | AID 652162 | inhibition, % at 9.99 µM | TcdB glycohydrolase enzymatic assay, plate reader | 0.24% of 350,000 active; in the data active = inhibition above about 10%
Numbers without * were called inactive; i = inactive; ? = inconclusive; · = no result given. Rule as the data show it, unless noted: active = inhibition above about 30%; inconclusive = no clear call, values can overlap the other calls; inactive = below that.

SMILES	Y pestis TopoI	CCHFV vOTU inh	BoNT-A LC inh2	Vc quorum ag	VHR inh abs	SARS 3CLpro inh	Anthrax LF inh2	SSB-PriA inh	PfHsp40 yeast	TcdB GH inh
CN(C)c1ccc(N2C(=NC(=O)c3ccccc3)SC3CS(=O)(=O)CC32)cc1 (configuration not stated)	1	10	0.9	-0.1	-14	-2	2	-4	0.7	0.7
Cc1ccc(NC(=O)c2ccc(CSc3nnc(-c4ccncc4)n3C)cc2)c(C)c1	14	-2	-0.1	4.0	10	-2	-2	-13	-0.8	·
COc1ccc(CCNc2cc(C)[nH]c(=O)c2)cc1OC	-4	-18	-1.5	8.3	60*	3	-19	-1	1.6	0.7
O=C(Nc1ccc(F)cc1)N1Cc2ccccc2-n2nncc2C1	-7	6	-0.1	-1.1	·	·	0	·	·	-0.1
Cc1onc(-c2ccccc2Cl)c1C(=O)Oc1cc(N)n(S(=O)(=O)c2ccc(F)cc2)n1	-3	4	1.0	i	12	5	-4	-14	1.2	·
O=[N+]([O-])O[C@H]1CO[C@H]2[C@@H]1OC[C@H]2O[N+](=O)[O-]	-2	-1	-0.7	-0.3	·	·	1	-1	?	1.1
CCOC(=O)c1c(NC(=S)Nc2cccc(C)c2)sc2c1CC(C)(C)SC2	-7	15	7.3	i	6	-1	9	16	-0.8	0.0
COc1cccc(CN2CC(C(=O)NCCN3CCOCC3)CCC2=O)c1 (configuration not stated)	6	17	0.1	-0.2	2	-3	0	1	0.5	-2.5
Cc1cc(C)c2c(C)[nH]nc2n1	11	2	0.4	-1.2	9	0	-5	4	·	0.5
O=C(C[C@H]1C/C=C\CCCC(=O)OC[C@H]2CCCN2C1=O)NCCO	6	-5	0.1	-0.5	·	·	-2	·	-1.5	-0.4
CCOc1ccc(N/C(N)=N/c2nc(C)cc(C)n2)cc1	20	-9	-1.2	0.7	4	3	-5	·	-0.1	-0.3
Cc1cc(NC(=O)/C=C\C(=O)O)c([N+](=O)[O-])cc1C	-4	-6	?	i	26	1	11	-15	1.6	-0.5
O=C(CCN=C1NS(=O)(=O)c2ccccc21)N1CCc2ccccc2C1	7	-11	-1.3	-0.4	-15	-7	-4	-10	-1.0	3.1
CCCN1CCc2c(sc(NC(=O)C3CCN(S(=O)(=O)c4cccs4)CC3)c2C(N)=O)C1	17	-4	0.0	i	·	·	-4	-11	3.0	2.9
O=C(NCc1cccnc1)C1CCN(S(=O)(=O)c2cc([N+](=O)[O-])ccc2Cl)CC1	-1	11	-0.4	-1.7	·	·	-4	1	-1.4	0.2
Cc1ccc(-c2ccc(=O)n(CC(=O)NCCN3CCCCC3C)n2)cc1 (configuration not stated)	-1	1	1.3	i	-9	-7	0	-9	-0.9	·
COc1cc(OC)c(NC(=O)c2cncn2-c2ccc(F)cc2)cc1Cl	-10	12	0.1	-0.3	19	-1	-4	-1	-0.1	-0.4
COc1ccc(N(C(=O)c2cccc(OC)c2OC)C2C=CS(=O)(=O)C2)cc1 (configuration not stated)	8	29	-1.4	-1.6	13	-1	-2	-2	0.3	-0.3
Cc1ccccc1Nc1nc(N)nc(COC(=O)c2nn(C)c(=O)c3ccccc23)n1	-1	-8	-0.2	-4.5	·	·	-2	·	·	1.9
CCC(CO)Oc1cc(NCc2cccnc2)c2ncn(C(C)C)c2c1 (configuration not stated)	-4	-2	-0.6	-0.2	·	·	3	-4	1.3	·
COc1ccc(C2SCC(C(=O)O)N2C(C)=O)cc1 (configuration not stated)	1	4	0.6	-2.2	26	-1	-1	-7	1.4	·
COCCNC(=O)c1cccc(OC2CCN(Cc3ccc(C(=O)OC)cc3)CC2)c1	7	-7	-0.4	-0.3	-40	4	2	1	-1.7	-2.7
C#CCOCCOCCOCCNc1nc(N2CCN(C(=O)[C@H](Cc3ccc(O)cc3)n3cc([C@@H](N)CC(C)C)nn3)CC2)nc(N2CCN(C(=O)[C@H](Cc3cc4ccccc4[nH]3)n3cc([C@@H](N)CC(C)C)nn3)CC2)n1	·	3	·	·	21	0	·	21	·	0.2
Oc1ccc(Nc2nc(-c3ccccc3F)nc3ccccc23)cc1	-24	2	0.2	i	-53	-7	8	2	-1.5	5.3
CCc1ccccc1NC(=O)CN1CCN(C(=O)CNC(=O)c2ccc(N3CCCC3=O)cc2)CC1	10	-5	0.8	i	·	·	-1	-8	3.0	-5.5
Next part.
SMILES	Y pestis TopoI	CCHFV vOTU inh	BoNT-A LC inh2	Vc quorum ag	VHR inh abs	SARS 3CLpro inh	Anthrax LF inh2	SSB-PriA inh	PfHsp40 yeast	TcdB GH inh
COc1cccc(NC(=O)C(C)Sc2nnc(C3CC3)n2C2CC2)c1 (configuration not stated)	1	18	1.6	-7.1	·	·	5	-8	-0.6	-7.8
CSc1cc(-c2ccccc2)n(Cc2c(Cl)cccc2Cl)c(=O)c1C#N	-1	-3	-0.2	i	12	1	-1	-4	-0.7	·
CC1CCN(C(=O)CSc2nc(=O)n3ccccc3n2)CC1	-5	3	·	2.8	·	·	·	-5	1.0	1.5
COc1ccc(OC)c(NC(=O)c2cc3c(=O)n4ccccc4nc3n2C)c1	7	-7	-1.3	3.3	29	0	-7	-18	0.8	-2.0
CCc1ccc(C(=O)OCC(=O)NC2CCCC2)cc1	8	-4	4.1	·	·	2	-9	17	-0.3	2.5
O=C(Cc1ccccc1)c1nc2ccccc2s1	10	1	1.0	-0.4	0	-1	0	-1	0.2	·
COc1ccc(S(=O)(=O)NCC2CCCN(C(=O)CSC)C2)cc1 (configuration not stated)	4	3	-2.4	-0.3	5	0	0	-2	-1.9	1.3
O=C(NCCCl)Nc1ccc(Cl)c([N+](=O)[O-])c1	-3	-5	0.6	-2.6	24	2	0	-5	0.1	1.5
O=[N+]([O-])c1cc(C(F)(F)F)ccc1NN=C1CCCC1	-8	13	-0.3	-0.7	-1	0	-6	43*	-2.2	·
O=C(/C=C/c1ccc(F)cc1)NC(=S)N1CCN(c2ccccn2)CC1	-1	6	·	-0.2	25	4	·	-5	-0.2	1.0
CCCS(=O)(=O)NCc1cn2cccc(C)c2n1	-4	-12	-2.2	-0.3	1	-5	-3	-7	-1.7	1.2
Cc1ccc(-c2cc(C(F)F)nc(N3CCC(C)CC3)n2)cc1	3	3	0.5	i	7	0	-5	-21	-2.0	·
C=C(C)CSc1nc2nc(C)c(Br)cc2[nH]1	-8	-2	-0.2	-0.2	31	2	1	·	-1.5	·
COc1ccc(S(=O)(=O)NC(=O)C2(C)CCN2C(=O)c2cccc(F)c2)cc1 (configuration not stated)	0	8	-0.4	i	·	·	9	·	·	3.4
COCCC(=O)N1CCC(Oc2ccc(C(=O)N(C)C3CCCCC3)cc2)CC1	26	-17	·	-0.6	6	3	·	-9	-0.9	0.8
O=C(O)c1cccc(-c2ccc(/C=N/Nc3ccc([N+](=O)[O-])cc3)o2)c1	-7	12	-0.5	-0.1	4	8	-6	i	-0.8	1.8
O=C1NN(c2ccccc2)C(=O)C1=Cc1ccccc1	2	7	-0.3	4.8	·	·	-5	·	·	-2.7
COC(=O)c1ccc2nc(C)cc(Nc3ccc(N(C)C)cc3)c2c1	-17	8	-0.5	-0.2	-11	-4	-2	11	0.0	-1.4
O=C(CSc1nnc(COc2ccc3c(c2)CCCC3)o1)Nc1ccc(F)cc1	0	-6	-1.1	i	-1	-3	-2	3	-1.5	1.5
Nc1c(C(=O)NCc2ccco2)c2nc3ccccc3nc2n1Cc1ccc(F)cc1	17	-46	12	-0.1	16	0	6	6	-1.2	·
COc1ccc(-c2nc(Cn3c(SCc4ccccc4F)nc4ccncc43)c(C)o2)cc1	1	-4	0.3	-1.1	17	1	-6	-9	-2.3	0.4
CCc1ccc(-c2nc(CSCC(=O)NCc3ccco3)c(C)o2)cc1	0	9	-0.6	-0.3	12	2	2	-10	0.5	-0.9
S=C1NCCOCCOCCOCCN1	-2	0	0.0	i	18	2	-1	-9	-0.3	·
Cc1ccc(C(=O)N/N=C\c2ccncc2)s1	0	14	0.4	-0.1	-3	-7	0	·	-2.2	0.3
CC(=O)N1CCc2c(sc(NC(=O)CN3C(=O)CCC3=O)c2C(N)=O)C1	8	6	-0.2	-0.3	5	0	9	5	0.1	-8.9
Cc1cc2nc(CSc3ccc(Cl)cc3)cc(=O)n2[nH]1	-1	-4	-0.4	i	18	-1	2	-6	1.4	2.2
COCCNc1nc(Nc2ccc(Cl)cc2F)c2sccc2n1	8	22	-0.3	-0.5	·	·	0	·	·	0.5

As a working copy, part of the list above.
SMILES	Y pestis TopoI	CCHFV vOTU inh	BoNT-A LC inh2	Vc quorum ag	VHR inh abs	SARS 3CLpro inh	Anthrax LF inh2	SSB-PriA inh	PfHsp40 yeast	TcdB GH inh
COc1cccc(NC(=O)C(C)Sc2nnc(C3CC3)n2C2CC2)c1 (configuration not stated)	1	18	1.6	-7.1	·	·	5	-8	-0.6	-7.8
CSc1cc(-c2ccccc2)n(Cc2c(Cl)cccc2Cl)c(=O)c1C#N	-1	-3	-0.2	i	12	1	-1	-4	-0.7	·

6 structures from above, arranged by heavy-atom count, highest first:
SMILES	Y pestis TopoI	CCHFV vOTU inh	BoNT-A LC inh2	Vc quorum ag	VHR inh abs	SARS 3CLpro inh	Anthrax LF inh2	SSB-PriA inh	PfHsp40 yeast	TcdB GH inh
O=C(CSc1nnc(COc2ccc3c(c2)CCCC3)o1)Nc1ccc(F)cc1	0	-6	-1.1	i	-1	-3	-2	3	-1.5	1.5
CC(=O)N1CCc2c(sc(NC(=O)CN3C(=O)CCC3=O)c2C(N)=O)C1	8	6	-0.2	-0.3	5	0	9	5	0.1	-8.9
COCCNc1nc(Nc2ccc(Cl)cc2F)c2sccc2n1	8	22	-0.3	-0.5	·	·	0	·	·	0.5
O=C1NN(c2ccccc2)C(=O)C1=Cc1ccccc1	2	7	-0.3	4.8	·	·	-5	·	·	-2.7
CCCS(=O)(=O)NCc1cn2cccc(C)c2n1	-4	-12	-2.2	-0.3	1	-5	-3	-7	-1.7	1.2
C=C(C)CSc1nc2nc(C)c(Br)cc2[nH]1	-8	-2	-0.2	-0.2	31	2	1	·	-1.5	·

Some of the compounds tested (hit frequency here may not be typical).
